MC4R ag barr: agonists of human melanocortin 4 receptor (MC4R) beta-arrestin. activation, % at 8.9 µM. U2OS MC4R beta-arrestin complementation, luminescence; percent of melanotan II response, DMSO zero. 0.98% of 360,000 active;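 active means activation above a per-plate cutoff, the mean activation of sample wells on that plate plus 3 SD, cut at about 8% in these data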
Target sequence (P32245 whole entry, looked up): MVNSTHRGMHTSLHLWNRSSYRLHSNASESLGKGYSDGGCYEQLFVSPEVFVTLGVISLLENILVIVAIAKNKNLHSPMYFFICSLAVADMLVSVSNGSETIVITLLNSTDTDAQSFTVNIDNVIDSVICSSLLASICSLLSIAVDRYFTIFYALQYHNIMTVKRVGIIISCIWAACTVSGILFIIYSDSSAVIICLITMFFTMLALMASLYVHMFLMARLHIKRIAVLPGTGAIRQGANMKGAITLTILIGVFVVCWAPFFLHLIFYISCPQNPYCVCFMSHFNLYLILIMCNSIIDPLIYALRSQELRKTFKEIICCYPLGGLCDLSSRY
MC4R antag cAMP: human MC4R antagonism in cAMP assay; MC4R-expressing cells, MTII-stimulated cAMP, LANCE TR-FRET; inhibition, % at 6.5 µM; P32245; 0.48% of 360,000 active; AID 540295;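 active means inhibition above its plate's cutoff, the mean of tested wells on that plate plus 3 SD, cut at about 29% in these data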;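 further: 0% = Melanotan II alone and 100% = Melanotan II plus saturating MCL0020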
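System – human MC4R-expressing U2OS cells · Also added – Melanotan II · Dosing – one concentration, 6.5 µM nominal · Timing – 30-min compound, 1-h challenge, 1-h detection, room temperature · Measured by – Eu-cAMP/anti-cAMP TR-FRET, emission 671 nm · Replicates – singlicate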
LRH-1 inv ag: NR5A2 inverse agonism in reporter assay | HEK293T StAR-luciferase reporter, LRH-1 transfected, 24 h | inhibition, % at 3.6 µM | 0.13% of 360,000 active;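 active means inhibition above the mean inhibition of all tested compounds plus 3 SD, cut at about 73% in these data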;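 further: 0% = DMSO wells and 100% = reporter-only cells lacking LRH-1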
Target sequence (O00482 whole entry, looked up): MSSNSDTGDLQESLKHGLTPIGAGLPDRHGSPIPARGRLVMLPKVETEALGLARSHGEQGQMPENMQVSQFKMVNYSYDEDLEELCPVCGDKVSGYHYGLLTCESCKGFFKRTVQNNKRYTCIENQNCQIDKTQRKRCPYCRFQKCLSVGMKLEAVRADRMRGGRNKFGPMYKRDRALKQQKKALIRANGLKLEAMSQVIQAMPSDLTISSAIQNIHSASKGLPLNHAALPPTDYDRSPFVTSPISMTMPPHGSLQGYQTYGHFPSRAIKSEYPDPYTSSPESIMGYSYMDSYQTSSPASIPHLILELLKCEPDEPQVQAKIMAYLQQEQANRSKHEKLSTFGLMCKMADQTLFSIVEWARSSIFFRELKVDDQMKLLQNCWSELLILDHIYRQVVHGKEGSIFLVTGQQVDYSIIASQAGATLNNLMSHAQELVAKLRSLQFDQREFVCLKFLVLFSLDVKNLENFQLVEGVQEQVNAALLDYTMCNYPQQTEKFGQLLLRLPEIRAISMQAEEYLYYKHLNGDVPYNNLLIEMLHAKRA
EBV LMP1 NFkB: reduces LMP1-driven NF-kappaB luciferase signal. LMP1-induced NF-kappaB luciferase reporter cells, luminescence. inhibition, % at 12.5 µM. 0.69% of 350,000 active. AID 504558; in the data active means inhibition above about 41%;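 further: 0% = neutral control wells and 100% = reference inhibitor control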
ABHD5-PLIN5 inh: inhibitors of human ABHD5-perilipin-5 interaction; Split G. princeps luciferase complementation, luminescence, 4 h; Q00G26+Q8WTS1; 0.78% of 360,000 active; inhibition, % at 4 µM;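 active means inhibition above the mean inhibition across every tested compound plus 3 SD, cut at about 22% in these data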;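 further: 0% = DMSO only wells and the 100% control is not disclosed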
NOD2 RIPK2 PPI: NOD2-RIPK2 protein interaction inhibition. inhibition, % at 4.98 µM. CHO BLA complementation NOD2-RIPK2, CCF4 ratio. 0.38% of 360,000 active. AID 624267. O43353; in the data active means inhibition above about 21%;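 further: 0% = vehicle only and 100% = reference blocker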
TLR9-MyD88 inh: inhibitors of human TLR9-MyD88 binding; 0.21% of 340,000 active; Q9NR96+Q99836; CHO BLA complementation TLR9-MyD88, CCF4 FRET ratio; inhibition, % at 4.98 µM;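 active means inhibition above the mean over all tested compounds plus 3 SD, cut at about 21% in these data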;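 further: 0% = DMSO only wells and 100% = clavulanate BLA inhibitor control wells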
COUP-TFII inh: blocks human COUP-TFII nuclear receptor | P24468 | HEK293T NGFI-A luciferase reporter, luminescence | inhibition, % at 8.6 µM | 0.7% of 370,000 active;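 active means inhibition above a per-plate cutoff, mean inhibition of test wells between control levels plus 3 SD, cut at about 38% in these data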;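 further: cells cotransfected with COUP-TFII expression vector driving the NGFI-A reporter; 0% = median of COUP-TF2 test wells and 100% = reporter-only cells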
SRC3 inh: human NCOA3 inhibition. Q9Y6Q9. HEK293 GAL4-SRC3 luciferase reporter, luminescence. inhibition, % at 3.6 µM. 0.17% of 360,000 active. AID 588352;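 active means inhibition above a per-campaign cutoff, the mean of all compounds plus 3 SD, cut at about 60% in these data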;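 further: 0% = DMSO-treated cells and 100% = gossypol-treated cells at 36 µM; higher means less SRC3-driven luciferase light from the GAL4 reporter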
SRC1 inh: inhibits human SRC1 coactivator; Q15788; HEK293 GAL4-SRC1 luciferase reporter, luminescence; inhibition, % at 3.6 µM; 0.12% of 360,000 active;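 active means inhibition above the campaign mean plus 3 SD, with each screening campaign given its own cutoff, cut at about 60% in these data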;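 further: 0% = DMSO treated cells and 100% = gossypol at 36 µM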
NCOA2 inhibitor: human SRC2 (NCOA2) inhibition; Q15596; HEK293 GAL4-SRC2 luciferase reporter, luminescence; inhibition, % at 9 µM; 0.17% of 370,000 active; AID 651957;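 active means inhibition above the mean inhibition of all tested compounds plus 3 SD, set per campaign, cut at about 52% in these data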;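 further: 0% = DMSO treated cells and 100% = cells given Gossypol at 36 µM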
Active calls of the source: *; . = no result given.

SMILES	MC4R ag barr	MC4R antag cAMP	LRH-1 inv ag	EBV LMP1 NFkB	ABHD5-PLIN5 inh	NOD2 RIPK2 PPI	TLR9-MyD88 inh	COUP-TFII inh	SRC3 inh	SRC1 inh	NCOA2 inhibitor
COCCN(C(=O)C(=O)NC1CCCC1)C(C(=O)NC1CCCC1)c1ccccc1F (configuration not stated)	-2.2	10	-6	4	2	-3	-4	6	4	-12	13
O=C(Nc1sc2c(c1C(=O)NCC(O)CO)CCCC2)c1ccccc1 (configuration not stated)	-1.6	3	8	4	5	6	4	7	2	-6	-28
O=C(Nc1ccc(Oc2c(F)c(F)c(F)c(F)c2F)cc1)OC1CCN2Cc3ccccc3N=C12 (configuration not stated)	9.3*	28	9	-98	7	-6	-6	.	16	0	.
OCCCn1c(-c2ccccc2)n[nH]c1=S	-2.0	1	-13	-13	-8	-12	-6	-18	-14	-27	-39
Cc1nc(SCC(=O)Nc2nc3ccccc3s2)c(C#N)c(C)c1C	-0.8	9	88*	84*	-3	-6	5	99*	91*	90*	85*
O=C(COC(=O)CCOc1ccccc1)NCCc1ccccc1	0.2	0	12	1	-5	-9	-5	-1	-6	-14	7
CC(CCc1ccccc1)NC(=O)c1ccc(NC(=O)c2ccc(Cl)cc2Cl)cc1 (configuration not stated)	9.9*	1	6	1	3	3	8	11	23	3	-7
CSCc1cc(N2CCOCC2)nc(SCc2ccc(Cl)c(Cl)c2)n1	-0.9	1	-7	-3	6	-10	2	1	-2	-4	-7
Oc1c(C(c2ccccn2)N2CCOCC2)ccc2cccnc12 (configuration not stated)	-0.5	5	6	9	11	-13	-8	.	-1	-7	.
COc1cccc2c(=O)ccoc12	-2.4	8	-1	-3	-3	-8	1	-3	20	5	-33
COCCNC(=O)c1ccccc1N(Cc1ccccc1)S(=O)(=O)c1ccccc1	-2.5	11	0	.	2	-2	.	7	21	-7	4
Cc1ccc2cc(/C=N/NC(=O)c3ccc(F)cc3)c(Cl)nc2c1	0.3	9	10	1	-2	-1	3	6	8	1	-7
CC(=O)C12CCCCC1CC1C3CC(C)C4(O)CC(=O)CCC4(C)C3CCC12C (configuration not stated)	0.0	-9	0	-11	-4	-4	-7	-2	-5	-34	-19
O=C(C=Cc1ccccc1)N1CCCCC1	-1.9	2	-109	-9	3	-13	-2	-27	-73	-50	-53
Cc1cc2nc(CCN(C(=S)NCC3CCCO3)C3CCCC3)[nH]c2cc1C (configuration not stated)	-2.3	6	-8	0	5	-2	-4	-2	17	-15	9
COc1cc2c(cc1OC)CN(C(=O)c1ccc(N3CCCC3)c([N+](=O)[O-])c1)CC2	-5.0	9	15	7	-4	1	0	9	-3	0	3
CCOC(=O)c1c(N)nn(C(C)=O)c1-c1ccccc1	0.7	7	23	-9	0	-8	-5	21	5	-17	-11
O=C(CN1C(=O)NC2(CCOc3ccccc32)C1=O)N1CCCCC1 (configuration not stated)	0.0	-4	28	-2	4	-1	2	7	5	4	-46
O=C(CCCC(=O)N1CCc2ccccc21)N1CCc2ccccc21	-0.8	-1	11	-6	2	-11	-6	-19	3	11	-1
O=C1[C@@H](c2ccccc2)[C@@H](c2ccccc2)N1c1cccnc1	6.6	-3	4	-15	15	-8	-3	3	4	-4	2
CC(C)c1ccc(NC(=S)NN2CCOCC2)cc1	-1.4	11	-40	-5	-1	-13	0	-13	-32	-53	-13
Cc1ccc(S(=O)(=O)NCC(=O)NCC(=O)OCC(=O)N2CC(=O)Nc3ccccc32)cc1C	-2.1	15	-14	-3	2	-5	-8	-4	6	14	-10
CC1(C(=O)NS(=O)(=O)c2ccccc2Cl)CCN1C(=O)c1ccco1 (configuration not stated)	-1.1	24	11	.	2	-2	.	-12	-4	12	7
Cc1cc(C)cc(OCC(=O)NCc2nc(-c3ccccc3)no2)c1	2.2	10	17	-5	3	4	4	15	-44	-4	-3
CC1CCCCC1NC(=O)CN1C(=O)c2cccc(N)c2C1=O (configuration not stated)	-1.2	-4	-2	0	-1	47*	38*	4	13	1	-8
CCOC(=O)c1nn(-c2ccccc2)c(=O)cc1SC1CCCCC1	-3.8	23	-1	0	3	-2	-3	3	-7	-1	11
Cc1ccccc1CC1(CO)CCCN(Cc2cn[nH]c2-c2ccccc2)C1 (configuration not stated)	3.4	3	0	-13	6	6	10	2	6	4	5
CC(=O)NC1C(=O)N(CCc2ccccc2)c2ccc(Br)cc21 (configuration not stated)	-1.0	2	4	2	-7	-8	8	15	15	-3	5
CCOC(=O)C1CCN(Cc2cnc(NC(=O)OC)s2)CC1	0.4	2	27	-1	4	-15	1	20	12	-6	0
CCOC(=O)N1CCN(CC(O)COc2c(OC)cccc2OC)CC1 (configuration not stated)	-1.1	0	5	-8	-11	-10	4	6	-6	-3	-40

(more compounds)
SMILES	MC4R ag barr	MC4R antag cAMP	LRH-1 inv ag	EBV LMP1 NFkB	ABHD5-PLIN5 inh	NOD2 RIPK2 PPI	TLR9-MyD88 inh	COUP-TFII inh	SRC3 inh	SRC1 inh	NCOA2 inhibitor
OCCOCCn1c(C2CCCN2c2nc(-c3ccc(F)cc3)cs2)nc2cc(C(F)(F)F)ccc21 (configuration not stated)	-1.6	7	-3	-8	-5	-1	5	12	1	-1	-2
Cc1nnc(NC(=O)CSc2nnc(Cc3cccn3C)n2CCc2ccccc2)s1	0.0	10	-19	66*	4	-3	-5	-2	14	-13	20
O=C1Nc2ccccc2OC1CC(=O)N1CCN(c2cccc(C(F)(F)F)c2)CC1 (configuration not stated)	3.3	6	8	3	-3	5	-3	0	14	-14	-17
CSc1ncc(Cl)c(C(=O)Nc2cccnc2)n1	0.6	5	9	5	7	3	-3	7	-1	1	-9
CCCNC(=O)c1ccccc1NC(=O)c1cccc(-n2cnnn2)c1	-0.9	-2	17	-2	3	-1	3	-13	8	-7	4
CS(=O)CCC(NS(=O)(=O)c1ccccc1)C(=O)O (configuration not stated)	0.8	4	-8	-10	-4	5	-7	8	-8	-11	-9
Brc1cccc(C=Nc2cccc3ncccc23)c1	1.9	6	19	5	-28	13	2	2	12	-12	-32
Cc1ccc(N(C)S(=O)(=O)c2cccc(C(=O)NCC(c3ccco3)N3CCCC3)c2)cc1 (configuration not stated)	0.8	-1	1	-10	10	2	-9	-11	11	1	2
Cc1ccc(C2c3[nH]c4ccccc4c3C[C@H]3C(=O)N(c4ccccc4C(=O)N4CCC[C@H]4C(=O)O)C(=O)N23)cc1 (some centres not stated)	-2.7	8	-8	-15	-11	6	4	-3	4	-13	-24
O=C(Nc1ccccc1[N+](=O)[O-])c1cc(S(=O)(=O)Nc2ccccn2)ccc1Cl	-1.8	7	13	3	-3	-7	-4	-7	3	16	-20
CC(C)Oc1cccc(C2NC(=O)c3ccccc3O2)c1 (configuration not stated)	0.2	17	4	7	-9	-1	-3	5	5	-4	-32
CCc1nc2ccc(C(=O)Nc3ccc(C(N)=O)cc3)cn2c1N(CCC(C)C)CCN(C)C	0.0	-1	-8	.	0	-12	.	2	0	-4	-5
C[C@@H]1NC(=O)N(c2ccc(F)cc2)C1=O	-1.4	1	2	6	4	0	0	-7	-19	-3	-1
C/C(=N/NC(=O)c1cc(-c2cccc([N+](=O)[O-])c2)n[nH]1)c1cccc(O)c1	-1.5	17	-10	-5	2	-26	-1	16	3	5	-12
O=C(O)C(CO)(c1ccccc1)c1ccccc1	-0.6	9	8	-3	3	0	-6	6	-3	0	-55
O=C1N/C(=N/S(=O)(=O)Cc2ccccc2)S/C1=C/c1ccc2c(c1)OCO2	-1.0	-1	-4	-23	17	-11	4	-8	8	-5	-38
O=C(CNc1cc([N+](=O)[O-])ccc1NCCO)Nc1cccc(S(=O)(=O)N2CCCCC2)c1	-4.1	-8	3	4	2	-8	11	2	0	-2	0
FC(F)(F)c1cccc(N2CCc3cn[nH]c32)c1	0.4	-4	-36	0	2	-10	4	-15	-25	-16	-30
O=C(NCCCNC(=O)c1ccccn1)c1ccccn1	-1.9	6	-2	-7	-4	0	-1	-10	18	-6	-6
CCOCCCNC(=S)Nc1ccc2nc(N3CCCC3)cc(C)c2c1	1.6	14	0	3	-1	-5	8	7	11	1	3
COc1ccc(C2C(C#N)=C(N)Oc3cc(C)n(Cc4ccncc4)c(=O)c32)cc1 (configuration not stated)	-1.7	9	9	14	5	-7	-2	-21	-1	6	-8
CC(C)COP(=O)(c1ccc(N(C)C)cc1)C(O)c1ccccc1 (configuration not stated)	-2.4	17	20	2	-1	-4	1	10	7	10	-26
COc1cccc(-c2nc(-c3ccccc3)nc(N3CCN(C)CC3)c2C#N)c1	-1.2	1	8	-19	1	-2	6	13	9	-3	-38

Arranged by the number under TLR9-MyD88 inh (high to low): some entries from above
SMILES	MC4R ag barr	MC4R antag cAMP	LRH-1 inv ag	EBV LMP1 NFkB	ABHD5-PLIN5 inh	NOD2 RIPK2 PPI	TLR9-MyD88 inh	COUP-TFII inh	SRC3 inh	SRC1 inh	NCOA2 inhibitor
O=C(CNc1cc([N+](=O)[O-])ccc1NCCO)Nc1cccc(S(=O)(=O)N2CCCCC2)c1	-4.1	-8	3	4	2	-8	11	2	0	-2	0
O=C1Nc2ccccc2OC1CC(=O)N1CCN(c2cccc(C(F)(F)F)c2)CC1 (configuration not stated)	3.3	6	8	3	-3	5	-3	0	14	-14	-17
Cc1nnc(NC(=O)CSc2nnc(Cc3cccn3C)n2CCc2ccccc2)s1	0.0	10	-19	66*	4	-3	-5	-2	14	-13	20

Not all compounds are listed; count on the stated rates, not on these rows.
